From PubChem BioAssay
AP ELISA ortho – alternative pathway complement inhibition, orthogonal assay; actives 0.08% (n = 62,000); inhibition, % at 5 µM; Human serum alternative complement pathway, LPS-coated ELISA, C3 deposition; tested in compound mixtures;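 active = inhibition above 30% in each of the two pooled mixtures holding the compound, so the lower value exceeds 30%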;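 also: 0% = serum in Mg-EGTA without compound and 100% = EDTA serum blank; some compounds past the cut are filed as inactive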
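Medium: diluted human serum in Mg2+-EGTA GVB++. Assay system: human serum complement alternative pathway, C3 deposition onto LPS. Also added: Plate-bound LPS. Technique: Anti-C3 ELISA, OD 450 nm. Measure: percent inhibition. Incubation: 1 h at 37 °C. Dosing: 5 µM each compound, pools of ten, 50 µM per pool.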
HTR1E antagonist – blocks the human 5-HT1E serotonin receptor; P28566; CHO 5-HT1E Ga15 NFAT-bla reporter, FRET, antagonist; inhibition, % at 6 µM; actives 0.99% (n = 65,000); AID 571;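 active = inhibition above a set limit, the mean inhibition across every tested compound plus 3 SD, cut at about 29% in these data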;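 also: signal is the 460 over 535 nm emission ratio of beta-lactamase substrate; 0% = agonist plus DMSO wells and 100% = wells without agonist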
tolC growth inh – E. coli tolC mutant growth inhibition; E. coli BW25113 tolC mutant growth, OD615; AID 573; actives 2.2% (n = 65,000); growth inhibition, % at 10 µM (by protocol);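 active = growth inhibition at or above a cutoff equal to the mean over every tested compound plus 3 SD, cut at about 60% in these data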;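 also: growth measured after 20 h incubation at 37 °C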
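Test system: E. coli BW25113 ΔtolC::kan bacteria | Medium: Kanamycin-containing LB broth (50 µg/mL) | Dosing: One dose of 10 µM final | Times: 20 h incubation with compound, 37 °C | Detection: Optical density read at 615 nm | Read-out basis: Percent growth inhibition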
S1P1 ag pot – agonists and agonism potentiators of human S1P1 receptor; AID 449; P21453; actives 0.57% (n = 56,000); activation, % at 9.5 µM; S1P1 CRE-bla cells, forskolin, beta-lactamase FRET, potentiator mode; S1P1 agonist co-added at EC20, 2 nM; 100% = saturating reference agonist, 0% = basal;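 active = activation above a cutoff set at the mean activation of all tested compounds plus 3 SD, cut at about 54% in these data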;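 also: forskolin at 4 µM as EC80 and the EC20 agonist is SEW2871; 100% = SEW2871 at its EC100 plus forskolin at EC80; some compounds past the cut are filed as inactive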
RORa activator – RORA (human) activation; P35398; CHO-K1 Gal4-RORA LBD luciferase reporter, luminescence; percent increase over mock-subtracted basal signal; activation, % at 10 µM; actives 1.5% (n = 65,000);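 active = activation above the mean of all tested compounds plus 3 SD, cut at about 49% in these data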;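 also: 0% = DMSO-treated RORA cells and 100% = added signal equal to DMSO minus mock-transfected cells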
S1P3 agonist – activates the human S1P3 receptor; Q99500; S1P3 NFAT-BLA reporter cells, agonism, FRET ratio; relative to 1 µM S1P, basal subtracted; activation, % at 4.5 µM; actives 0.1% (n = 60,000); AID 373;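 active = activation above the screen-wide mean plus 3 SD, cut at about 4.5% in these data, passing the limit was not always enough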; also: some compounds called inactive have numbers as strong as hits
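material = human S1P3 NFAT-BLA reporter CHO cells | schedule = 4 h compound at 37 °C, 2 h substrate at RT | measured by = fluorescent BLA substrate, ex 405 nm, em 460/535 nm ratio | controls = 1 µM S1P reference | replication = primary once, confirmation triplicate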
SF1 activator – SF-1 (human) activation; Q13285; CHO-K1 Gal4-SF-1 LBD luciferase reporter; % increase over DMSO SF-1-specific signal; activation, % at 10 µM; actives 1.9% (n = 65,000); AID 522;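 active = activation above the mean activation of all tested compounds plus 3 SD, cut at about 50% in these data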
Target sequence (Q13285 whole entry, looked up, the tested form may be a part): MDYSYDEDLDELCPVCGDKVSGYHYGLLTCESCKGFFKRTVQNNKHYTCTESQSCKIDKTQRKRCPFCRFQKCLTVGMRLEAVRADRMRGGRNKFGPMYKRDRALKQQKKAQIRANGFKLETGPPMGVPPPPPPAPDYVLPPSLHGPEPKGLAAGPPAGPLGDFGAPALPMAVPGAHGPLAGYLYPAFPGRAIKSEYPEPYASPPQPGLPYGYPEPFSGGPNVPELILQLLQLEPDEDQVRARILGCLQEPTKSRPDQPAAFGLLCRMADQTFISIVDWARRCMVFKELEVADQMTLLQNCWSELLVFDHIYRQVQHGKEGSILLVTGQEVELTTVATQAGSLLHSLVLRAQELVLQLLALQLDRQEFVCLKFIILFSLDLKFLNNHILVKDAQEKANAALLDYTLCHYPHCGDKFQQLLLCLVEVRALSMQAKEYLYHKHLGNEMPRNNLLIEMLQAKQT
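Test system: CHO-K1 cells co-transfected with Gal4 DBD–human SF-1 LBD, 5xGal4 luciferase reporter. Quantity: 4,000 cells per well. Compound: 10 µM only. Incubation: compound added 1 h post-seeding, 20 h exposure at 37 °C, 5% CO2. Detection: SteadyLite luciferase luminescence. Replication: one test per compound.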
5HT1E ag – activates the human 5-HT1E serotonin receptor; P28566; CHO 5-HT1E Ga15 NFAT-bla reporter, FRET; 0% DMSO wells, 100% control agonist wells; activation, % at 6 µM; actives 0.69% (n = 65,000); AID 574;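 active = activation above a set limit, the screen-wide mean activation plus 3 SD, cut at about 8.5% in these data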;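 also: 100% = positive control agonist at 1 µM giving full maximal response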
5-HT1A blocker – blocks the human serotonin 5-HT1a receptor | CHO 5-HT1a Ga15 NFAT-bla reporter, antagonist mode | inhibition, % at 10 µM | actives 0.68% (n = 62,000);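 active = inhibition above the mean of all tested compounds plus 3 SD, cut at about 43% in these data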;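 also: receptor stimulated by 5-CT agonist at 100 nM near EC80; beta-lactamase reporter measured by ratiometric fluorescence of a cleavable substrate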
Target sequence (P08908 whole entry, looked up): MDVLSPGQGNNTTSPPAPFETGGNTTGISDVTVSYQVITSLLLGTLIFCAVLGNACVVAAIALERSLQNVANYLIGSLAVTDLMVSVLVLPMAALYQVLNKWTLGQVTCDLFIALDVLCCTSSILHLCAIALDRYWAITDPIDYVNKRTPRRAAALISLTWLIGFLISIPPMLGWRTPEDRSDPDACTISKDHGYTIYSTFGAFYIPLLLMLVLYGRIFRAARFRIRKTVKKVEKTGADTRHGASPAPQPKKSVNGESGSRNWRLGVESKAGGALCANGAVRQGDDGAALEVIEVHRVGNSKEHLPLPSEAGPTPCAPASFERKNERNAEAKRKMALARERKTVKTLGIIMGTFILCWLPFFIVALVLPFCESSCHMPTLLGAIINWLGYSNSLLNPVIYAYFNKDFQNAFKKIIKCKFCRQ
Starred values were filed as active, the others as inactive; nt = no result given.

mol	AP ELISA ortho	HTR1E antagonist	tolC growth inh	S1P1 ag pot	RORa activator	S1P3 agonist	SF1 activator	5HT1E ag	5-HT1A blocker
CC1CN(C(=O)CSc2nnc(-c3ccncc3)n2-c2ccccc2)CC(C)O1 (centres undefined)	15	0	-3	4	-12	0.6	6	0.9	5
O=C(CN1CCN(CCC(=O)Nc2ccccc2F)CC1)Nc1ccc(Cl)cc1	5	0	-2	-30	2	-0.8	2	-0.3	2
COc1ccc(NC(=O)CSC2CCCCC2)cc1	10	16	-7	-1	6	0.1	5	0.7	-3
O=C(Nc1ccccc1)c1cccnc1N1CCOCC1	4	7	-30	7	-9	-0.6	24	1.2	10
Cc1noc(C)c1CSc1nnc2scc(-c3ccc(Cl)cc3)n12	-4	-1	20	-12	-20	0.0	6	0.6	-15
OC1(c2ccccc2F)CCN(Cc2nnnn2CCc2ccccc2)CC1	15	-2	-11	nt	18	nt	6	-1.2	6
Cc1[nH]nc2c1C(=O)CCC2	5	1	-16	-1	5	-0.3	0	0.6	2
CC(C)C(c1nnnn1Cc1ccc(F)cc1)N1CCN(C(=O)c2ccco2)CC1 (centres undefined)	-6	5	-5	8	-5	-0.2	1	-0.7	10
CC(=O)Nc1c2c(nn1-c1cccc(Cl)c1)CS(=O)C2 (centres undefined)	23	0	-17	2	21	-0.7	-20	0.3	-7
Cc1ccc(C(=O)NC2CCN(C(=O)N3CCOCC3)CC2)cc1	14	8	-24	11	-4	0.2	-2	-0.9	-12
COc1cccc(C(c2sc3ncnn3c2O)N2CCc3ccccc3C2)c1 (centres undefined)	9	4	11	-7	13	-2.2	14	-1.3	-13
O=C1C(SC(F)(F)C(F)F)=C(C(F)(F)F)OC2C3C=CC(C3)C12 (centres undefined)	5	-4	-7	-7	-5	-0.8	23	0.0	4
COCCN(Cc1cc2ccccc2[nH]c1=O)C(=O)c1ccccc1OC	-11	7	5	2	10	-0.7	-6	-2.0	-2
COc1cccc(Cn2nnc(C(=O)NCc3ccc(F)cc3)c2N)c1	-7	32*	4	-10	-19	-0.1	-20	-1.6	15
CCOc1ccc(OCC)c(NC(=O)c2[nH]c(C)c(C(C)=O)c2C)c1	2	5	-35	-1	15	-1.8	-22	-1.4	14
Cc1ccc(N2CCN(S(=O)(=O)c3ccc(F)c(C)c3)CC2)c(C)c1	1	7	33	2	-6	-0.1	-10	-0.9	-1
Cc1cccc(CS(=O)(=O)Cc2ccc(C(=O)NCCN3CCCCC3C)o2)c1 (centres undefined)	18	5	-21	3	19	0.2	2	-0.7	3
CCC(=O)N(Cc1ccco1)c1nc(-c2ccccc2)cs1	3	10	-3	-18	-1	0.3	10	-0.4	29
CC1CCCN(C(=O)CN2CCN(C(=O)c3ccco3)CC2)C1 (centres undefined)	-2	-5	-22	-15	-17	0.5	10	-0.6	-2
CCC(C)[C@H](NC(=O)NCc1cccs1)C(=O)O (some centres undefined)	5	-1	-22	-25	-13	0.4	17	-0.3	0
NC(=O)NC(CC(=O)OCC(=O)NC(=O)NCc1ccco1)c1ccc(Cl)cc1 (centres undefined)	25	1	5	-4	-5	2.1	-5	-0.8	-3
CC(SC1CCCC1)C(=O)NC(C)(C#N)C(C)C (centres undefined)	11	-10	-3	-3	-34	-0.2	2	-0.1	2
CC(=O)N1CCN(C2c3cccc4cccc(c34)C2NS(=O)(=O)c2ccccc2)CC1 (centres undefined)	14	6	-3	1	-19	-5.5	-12	-1.4	nt
COc1ccc(C(=O)NC(C)c2nc3ccccc3[nH]2)cc1OC (centres undefined)	nt	10	17	nt	-12	nt	-18	-0.6	8
O=C(CSc1nc(-c2ccccc2)cs1)NC(=O)NCc1ccco1	10	-4	-5	-24	-26	-0.8	-8	-0.3	5
CCOC(=O)c1cccc(NC(=O)CSc2nnc(COc3ccccc3C)o2)c1	3	3	7	6	-23	-0.4	12	-0.5	-5
COc1ccc(NS(=O)(=O)c2cc(C)ccc2OC)cc1OC	-7	-7	-5	14	36	-0.1	14	-0.7	4
[O-][N+]1=C(c2cccs2)CN(O)C1	14	8	-17	-6	10	-0.4	-10	-1.4	1
Cc1ccc2cc(CN(CCN3CCOCC3)C(=O)NCc3ccccc3)c(=O)[nH]c2c1C	11	-8	-20	-2	22	-1.0	7	-0.5	-18
CCc1cc(=O)oc2cc(OCc3nn[nH]n3)ccc12	10	1	-17	1	-17	-0.8	-5	-1.5	-7
O=C(NCCc1ccccc1F)[C@@H]1CSC2c3ccccc3C(=O)N21 (some centres undefined)	1	-4	-5	-13	-8	0.5	10	-0.3	-9
CCOC(=O)NC(Nc1nnc(C)s1)(C(=O)OCC)C(F)(F)F (centres undefined)	11	2	-21	-9	-15	0.4	1	0.2	-1
Cc1cc(C)n(-c2ccc(C(=O)Nc3ccc(S(=O)(=O)NCc4ccco4)cc3)cc2)n1	-5	-1	35	32	-16	0.8	-26	1.0	2
CCC(CC)C(=O)Nc1cc(=O)n(C)c(=O)n1C	17	9	-9	-24	20	1.1	-12	-0.3	12
Cc1ccc2[nH]c(=O)c(CN(Cc3cccs3)Cc3nnnn3Cc3ccccc3)cc2c1	-4	-5	55	nt	18	nt	7	0.6	6
CC(C)(C)NC(=O)c1ccccc1-c1nc(-c2ccccc2Cl)no1	25	-5	5	4	-6	-0.4	-6	-0.9	29
Cc1cccc(NS(=O)(=O)c2cccs2)n1	6	-1	-8	nt	18	0.3	6	0.3	5
CCCCOc1ccc(C(=O)NCc2ccco2)cc1	17	7	25	-8	-13	-1.4	18	0.4	0
COc1ccc(-c2cn3c(C)c(C(=O)NCc4ccc5c(c4)OCO5)sc3n2)cc1	27	3	-2	4	-14	-1.5	-6	0.8	0
CCOC(=O)N1CCc2c(sc(NC(=O)c3ccc(S(=O)(=O)N4CCCC4)cc3)c2C#N)C1	17	-8	27	-24	-14	-0.3	6	0.8	-19
O=C(CCC1COc2ccccc2O1)N1CCCC1 (centres undefined)	0	1	-2	-4	-8	0.1	-16	0.1	0
O=C(CSc1ncn[nH]1)Nc1ccccc1C(=O)O	-2	0	-22	-18	-8	0.9	1	0.7	-6
O=C(c1c(F)c(F)c(F)c(F)c1F)N1CCN(c2cccc(C(F)(F)F)c2)CC1	5	2	49	-12	-9	-1.1	-4	-0.4	-2
CCS(=O)(=O)n1nc(-c2ccccc2)cc1N	11	10	3	-11	0	-0.8	-4	-0.6	-2
CC(C)OC(=O)CSc1nc(N)c(C#N)c(-c2cccs2)c1C#N	2	44*	9	59	6	-2.5	-39	-0.5	-10
O=C(CSC1=NCCS1)Nc1ccccc1F	13	7	-4	11	-6	-0.2	16	0.2	10
N#Cc1nc(-c2ccccc2)oc1NCCN1CCCCC1	14	-7	-5	nt	-1	-0.4	-12	0.1	-17
Cc1ccc(CN2CCN(CC(=O)N3CCc4ccccc4C3)C2=O)cc1	-2	-6	2	nt	-1	nt	2	0.0	-3
Cc1cccc(NC(=O)NCCN2C(=O)C3C4C=CC(C4)C3C2=O)c1 (centres undefined)	7	4	-11	-6	15	0.1	1	1.3	-11
c1csc(-c2nnsc2-c2nc3ccccc3[nH]2)c1	13	8	3	6	10	-0.4	21	-0.6	8

Next records follow:
mol	AP ELISA ortho	HTR1E antagonist	tolC growth inh	S1P1 ag pot	RORa activator	S1P3 agonist	SF1 activator	5HT1E ag	5-HT1A blocker
CC(C)NS(=O)(=O)c1ccc(CCC(=O)NCc2ccco2)cc1	-3	7	0	nt	11	nt	-4	-0.7	0
C/C=C/c1ccc(Oc2nnnn2-c2ccc(C(N)=O)cc2)c(OC)c1	1	15	12	19	-9	-1.1	-10	-0.6	-1
O=C(NCSc1ccncn1)c1ccccc1	6	-10	-14	-3	-5	-0.4	14	1.0	-8
Cc1ccc(S(=O)(=O)N2CCN(C(=O)CSc3nc4ccccc4c(=O)[nH]3)CC2)cc1	0	-6	-7	-25	-14	-1.0	17	0.4	1
O=C(CSc1nc(-c2ccco2)cc(C(F)(F)F)n1)Nc1cccnc1	8	11	7	-12	19	-0.1	20	0.4	9
COc1ccc(NC(=O)CCN2CCCCC2)cc1	-16	5	-4	5	-20	-0.4	10	-0.4	-1
COc1cccc(CN2CCN(C(=O)c3cccc(F)c3)CC2)c1	7	-3	-11	-12	22	-0.3	39	-0.1	-13
CCCCCOc1ccc(C(=O)N(Cc2ccco2)C2CCS(=O)(=O)C2)cc1 (centres undefined)	4	9	16	-10	11	-1.6	10	-0.2	-1
N#Cc1nc(Cc2cccc3ccccc23)oc1NCc1ccco1	5	8	60	17	23	0.1	-2	-0.6	-8

Rows were taken by chance; any-hit rate near 7.1%.
